ARFGAP1 inhibitor: inhibitors of rat ARFGAP1 GAP activity, primary screen, biochemical, fluorescence polarization, GDP tracer | actives 0.26% (n = 360,000) | ADP-ribosylation factor GTPase-activating protein 1 (Rattus norvegicus), Q62848 | Arfgap1-stimulated ARF1 GTP hydrolysis, GDP FP detection | inhibition, % at 16.5 µM;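 active = inhibition above a per-plate limit, mean inhibition of low control wells plus 3 SD, cut at about 25% in these data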;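 note: 0% = DMSO wells with enzyme and 100% = wells lacking Arfgap1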
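Assay system: Rat Arfgap1 GAP domain (His6, aa 1-136), purified enzyme | Buffer or medium: HEPES 25 mM pH 7.5, NaCl 150 mM, MgCl2, DTT | Schedule: GTP hydrolysis reaction 2 h at 25 °C | Signal: FP of antibody-bound GDP Alexa 633 tracer, ex 620/em 688 nm | Measure: Percent inhibition of Arfgap1-stimulated GTP hydrolysis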
PLCg1 inh: PLC-gamma1 enzyme inhibitors, primary screen, biochemical, fluorescence, purified enzyme; 1-phosphatidylinositol 4,5-bisphosphate phosphodiesterase gamma-1 (Homo sapiens), P19174; fluorogenic substrate; inhibition, % at 12.2 µM; actives 0.84% (n = 370,000); AID 720700, 2013; in the data active = inhibition above about 9.5%
SIAE primary: human SIAE inhibitors, primary screen, biochemical, fluorescence polarization, FP-Rh probe, 1536-well HTS; SIAE FP-Rh probe binding; inhibition, % at 9.66 µM; actives 0.69% (n = 370,000);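 active = inhibition above a cutoff: mean of compounds within the control limits plus 3 SD of those, cut at about 17% in these data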;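 note: 0% = plate median of compound wells and 100% = probe without SIAE protein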
Target sequence (Q9HAT2 whole entry, looked up): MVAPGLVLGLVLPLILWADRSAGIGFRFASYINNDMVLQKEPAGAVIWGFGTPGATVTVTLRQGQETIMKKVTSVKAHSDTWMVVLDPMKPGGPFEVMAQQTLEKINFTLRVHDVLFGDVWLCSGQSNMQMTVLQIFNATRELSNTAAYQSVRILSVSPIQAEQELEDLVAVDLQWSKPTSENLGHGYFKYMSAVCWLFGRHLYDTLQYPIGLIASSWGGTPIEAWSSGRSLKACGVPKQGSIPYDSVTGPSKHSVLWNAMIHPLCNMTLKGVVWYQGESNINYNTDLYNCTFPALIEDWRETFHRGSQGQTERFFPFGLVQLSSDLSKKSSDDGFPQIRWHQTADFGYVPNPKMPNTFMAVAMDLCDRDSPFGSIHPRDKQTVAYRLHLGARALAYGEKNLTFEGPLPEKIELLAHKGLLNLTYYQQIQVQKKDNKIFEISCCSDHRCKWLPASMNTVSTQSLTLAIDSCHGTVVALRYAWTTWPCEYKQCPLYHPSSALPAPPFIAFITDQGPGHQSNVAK
ADAM17 inh: ADAM17 inhibitors, primary screen, biochemical, QFRET | Disintegrin and metalloproteinase domain-containing protein 17 (Homo sapiens), P78536 | recombinant ADAM17, EDANS/DABCYL FRET peptide cleavage | inhibition, % at 6.95 µM | actives 0.83% (n = 370,000);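 active = inhibition above the mean of compounds lying between control limits plus 3 SD, set per campaign, cut at about 8.5% in these data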;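 note: 0% = DMSO-only wells as the low control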
TDP2 absorb: human TDP2 enzyme inhibitors, primary screen, biochemical, epi absorbance, recombinant enzyme. AID 720702, 2013. T5PNP hydrolysis, p-nitrophenol absorbance 415 nm. inhibition, % at 12.8 µM. actives 0.34% (n = 370,000). Tyrosyl-DNA phosphodiesterase 2 (Homo sapiens), O95551;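 active = inhibition above the mean of all tested compounds plus 3 SD, set per campaign, cut at about 25% in these data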;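 note: 0% = DMSO with enzyme and 100% = buffer with substrate but no TDP2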
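Test system: human TDP2 enzyme; Input: 120 nM TDP2 per well; Buffer or medium: Mg2+-containing Tris-HCl buffer, pH 7.5; Reagent: 5 mM T5PNP; Dosing: 12.8 µM single point, 1% DMSO; Incubation: reaction 2 h, 37 °C; Detection: p-Nitrophenol epi absorbance; Read-out: % inhibition relative to enzyme-containing and enzyme-free wells; Replicates: single well per compound.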
ASAP1 inh: inhibitors of human ASAP1 ArfGAP activity, primary screen, biochemical, fluorescence polarization | Arf-GAP with SH3 domain, ANK repeat and PH domain-containing protein 1 (Homo sapiens), … | ASAP1-stimulated ARF1 GTP hydrolysis, GDP FP detection | inhibition, % at 16.5 µM | actives 0.19% (n = 360,000) | AID 624377, 2012; in the data active = inhibition above about 25%;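 note: 0% = vehicle with enzyme and substrate and 100% = no enzyme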
Target sequence (Q9ULH1 325-724 limits assumed): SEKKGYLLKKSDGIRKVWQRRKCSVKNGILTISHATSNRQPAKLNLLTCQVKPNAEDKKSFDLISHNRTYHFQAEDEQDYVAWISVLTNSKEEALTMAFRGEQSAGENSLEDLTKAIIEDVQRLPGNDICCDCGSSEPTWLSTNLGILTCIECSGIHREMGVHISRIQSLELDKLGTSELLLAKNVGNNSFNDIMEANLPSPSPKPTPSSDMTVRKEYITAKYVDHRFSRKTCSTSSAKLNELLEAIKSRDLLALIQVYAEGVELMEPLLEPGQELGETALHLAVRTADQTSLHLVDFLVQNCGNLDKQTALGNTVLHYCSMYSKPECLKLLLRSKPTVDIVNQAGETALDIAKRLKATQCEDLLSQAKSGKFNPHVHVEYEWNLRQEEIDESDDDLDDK
Tn6 DDE FP: inhibitors of Tn6 peptide binding to fibrin DD(E), primary screen, biochemical, fluorescence polarization, human fibrin, Tn6 probe; Fibrinogen beta chain (Homo sapiens), P02675; Fibrin DD(E) TRITC-Tn6 fluorescence polarization displacement; inhibition, % at 8.3 µM; actives 0.21% (n = 370,000);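 active = inhibition above a per-campaign cutoff: mean of compounds within control limits plus 3 SD, cut at about 15% in these data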;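 note: 0% = median of all compound wells on the plate and 100% = blocking peptide control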
DDE Tn7 FP inh: inhibitors of Tn7 peptide binding to fibrin DD(E), primary screen, biochemical, fluorescence polarization, human fibrin, Tn7 probe. FP displacement of FITC-Tn7 peptide from fibrin DD(E); 0% = median of compound wells per plate. inhibition, % at 8.3 µM. actives 0.13% (n = 370,000). AID 720508, 2013;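 active = inhibition above the mean of compounds falling within the control limits plus 3 SD of them, cut at about 14% in these data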;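 note: 0% = plate median of compound wells and 100% = 10 µM Aha-Tn7 peptide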
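system = human fibrin DD(E) protein | quantity = DD(E) 2 µM final | medium = Tris/NaCl/CaCl2 buffer, pH 7.8 | also added = labelled Tn7 tracer, 0.1 µM | compound dosing = single point at 8.3 µM | timing = compound with protein 10 min, then 3 h after probe, room temperature | signal = FP measurement | benchmarks = Aha-Tn7 high control | repeats = one replicate per compound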
PLC-beta3 inh: human PLC-beta3 inhibitors, primary screen, biochemical, fluorescence; Purified PLC-beta3, fluorogenic substrate; inhibition, % at 12.2 µM; actives 0.18% (n = 370,000); AID 720704, 2013; in the data active = inhibition above about 11%;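 note: 0% = median of compound wells on plate and 100% = full blocker control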
ADAM10 inh: human ADAM10 inhibitors, primary screen, biochemical, QFRET, HTS; Disintegrin and metalloproteinase domain-containing protein 10 (Homo sapiens), O14672; recombinant ADAM10, EDANS/DABCYL FRET peptide cleavage, 3 h; inhibition, % at 7 µM; actives 0.62% (n = 370,000); AID 720582, 2013;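 active = inhibition above a per-campaign cutoff equal to the mean of compounds falling between control-based bounds plus 3 SD, cut at about 20% in these data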;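 note: 0% = DMSO wells while the 100% control is not disclosed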
Active calls of the source: *; i = inactive.

#	ARFGAP1 inhibitor	PLCg1 inh	structure	SIAE primary	ADAM17 inh	TDP2 absorb	ASAP1 inh	Tn6 DDE FP	DDE Tn7 FP inh	PLC-beta3 inh	ADAM10 inh
1	7	5	C[C@H](CO)N1C[C@H](C)[C@@H](CN(C)S(=O)(=O)c2ccccc2F)Oc2ncc(Br)cc2C1=O	-2	-1	-6	-6	-1	9	1	-13
2	-9	-20	CN(Cc1ccon1)C(=O)CC1C(=O)NCCN1CC(C)(C)C (configuration not stated)	-3	-9	5	4	8	-2	-16	-23
3	-7	-5	Clc1cccc(Cc2c(C3CCCCC3)nc3c4ccccc4ccn23)c1	6	-9	7	-4	-4	3	-13	-32
4	-3	2	Cc1nn(-c2ccc(C(F)(F)F)cn2)c(C)c1Oc1ccccc1O	-4	0	-5	-5	10	2	1	6
5	-6	1	COc1cc(OC)cc(C(=O)Nc2ncc3c(n2)CC(C)CC3=O)c1 (configuration not stated)	1	5	2	-12	1	5	11	5
6	-2	1	CCOP(=O)(OCC)C(NC(=O)Nc1cccc(Cl)c1)c1ccccc1 (configuration not stated)	-4	3	-12	-3	-2	0	-2	-1
7	4	-1	Cc1ccccc1N1CCN(C2CCCN(C(=O)c3cnsn3)C2)CC1 (configuration not stated)	0	-4	0	12	1	-2	-13	-4
8	11	5	CC(C)c1ccc(C(C)NCCS(=O)(=O)c2ccc(Cl)cc2)cc1 (configuration not stated)	-1	6	-13	8	5	-4	-4	6
9	4	4	O=C(C1=C[C@H](C2CCCCC2)C[C@H](OCCCCO)O1)N1CCN(Cc2ccccc2)CC1	7	1	-2	-7	-4	0	2	5
10	3	5	CCCNC(=O)C1(C)CCN(C(=O)c2cccc(Cl)c2)C1 (configuration not stated)	-1	5	-12	5	-2	-7	3	-7
11	6	1	Cc1cc(Cc2cc(C)c(O)c(CO)c2)cc(CO)c1O	3	2	3	13	1	-1	0	3
12	3	-4	Cc1cccc(C)c1OCc1cc(C(=O)N(C)CCc2ccccn2)no1	-6	-1	-9	-2	6	0	-6	2
13	-1	-2	COCc1[nH]c(=S)[nH]c(=O)c1C	8	0	8	-6	-3	-5	-7	-2
14	12	-9	Cc1ccc2oc(=O)c(/C=C(\O)c3cccs3)nc2c1	10	1	18	-8	3	-2	-15	4
15	0	1	CN1CCN(CCCNC(=O)c2ccc(Cn3c(=S)[nH]c4ccc(Br)cc4c3=O)cc2)CC1	4	-6	6	0	8	0	-3	-2
16	6	-135	O=C1c2ccccc2NC2(CCCC2)N1NS(=O)(=O)c1ccccc1	-2	-76	1	6	2	-2	-145	-248
17	-15	-2	COc1ccc(S(=O)(=O)N2CCC(C(=O)NCc3ccncc3)CC2)cc1Cl	-13	-5	-14	-11	-10	2	-10	-1
18	11	1	COc1ccc(C)cc1S(=O)(=O)Nc1cc2c3c(c1)CC(=O)N3CCC2	1	5	-8	-8	-2	2	5	1
19	7	0	CN(C[C@H](Cc1ccccc1)N(C[C@@H](Cc1cccc2ccccc12)N(CCc1ccccc1)N=O)N=O)N=O	-6	0	-2	-3	-4	0	1	11
20	13	2	Cc1c(C(=O)N2CCCCC2)c(S(=O)(=O)NCCc2ccc(S(N)(=O)=O)cc2)c(C)n1C	-3	-2	-7	3	8	8	-8	1

Continuation.
#	ARFGAP1 inhibitor	PLCg1 inh	structure	SIAE primary	ADAM17 inh	TDP2 absorb	ASAP1 inh	Tn6 DDE FP	DDE Tn7 FP inh	PLC-beta3 inh	ADAM10 inh
21	-1	1	Cc1ccc(NCc2nnc(SCC(=O)N3CCCCC3)n2CC2CCCO2)c(C)c1 (configuration not stated)	2	-4	-1	2	4	-4	2	-6
22	2	6	Cc1ccc(S(=O)(=O)N(CC(=O)Nc2cccc([N+](=O)[O-])c2)Cc2ccc(Cl)cc2)cc1	-78	1	-5	9	5	2	-65	12
23	-8	-5	N#Cc1ccc(-n2nccc2-c2cnc3n(c2=O)CCS3)cc1	6	-1	2	-8	-2	2	-4	-4
24	-5	-4	COC(=O)C[C@H]1C[C@H]2c3cc(NC(=O)C4CCOCC4)ccc3O[C@H]2[C@@H](CO)O1	5	-5	15	0	2	3	-3	-13
25	-3	-1	CS(=O)(=O)N1CCN(C(=O)c2cc(-c3ccncc3)nc3ccc(Cl)cc23)CC1	-9	-3	0	1	6	9	-1	1
26	-18	i	COCCCNC(=O)COc1cc2c(c3oc(=O)c(C)c(C)c13)CCC(C)(C)O2	8	i	24	0	3	4	i	i
27	-15	-1	Cc1ccccc1C(=O)N(C)[C@H]1C[C@H]2c3[nH]c4c(-c5ccc6c(c5)OCO6)cccc4c3CCN2C(=O)[C@H]1[C@H](C)O	-3	-4	2	4	12	-2	-2	-7
28	0	2	O=Nc1ccc(NOC(=O)c2ccccc2Br)cc1	-5	1	12	-5	2	1	-1	4
29	2	2	COc1ccccc1N(C)S(=O)(=O)c1ccc(C(=O)NCc2ccc3c(c2)OCO3)cc1	-4	-3	2	9	6	3	-1	3
30	6	-18	C=CCn1c(SCC(C)=O)nc2scc(-c3ccco3)c2c1=O	-9	-2	9	0	2	0	-32	-6
31	-6	3	CCSc1cc(C)nc2c(-c3ccc(Cl)cc3)c(C)nn12	-1	1	-3	-3	-1	4	2	11
32	11	2	COc1ccccc1NS(=O)(=O)c1cc(C(=O)N2CCN(C(=O)c3ccco3)CC2)ccc1F	1	-2	-1	10	7	2	-8	-7
33	2	0	CC(C)CCn1nnnc1C(c1ccccc1)N1CCN(C)CC1 (configuration not stated)	-2	-3	3	-2	-4	8	2	0
34	-3	2	COc1ccc(Br)cc1CNC(=O)C1CCN(S(=O)(=O)N2CCC(C)CC2)CC1	-1	0	-9	-4	6	-8	2	-9
35	-6	1	O=C(CC(=O)NN=C1CCCC1)NCCc1ccccc1	-9	-6	7	-11	0	6	1	-11
36	-11	3	O=C(CCC(F)(F)F)N1CCCC(CO)(CCc2ccccc2)C1 (configuration not stated)	9	-4	-2	-2	-3	-1	-3	-7
37	22	0	CCCC(=O)NC(=S)Nc1cccc(NC(=O)c2ccc(Cl)cc2Cl)c1	0	2	7	17	0	-6	0	3
38	2	-1	CCO[C@@H]1OC(C(=O)NCc2nc3ccccc3[nH]2)=C[C@H](c2csc3ccccc23)[C@H]1CCCO	-10	3	-4	8	8	8	0	20*
39	-6	-1	Cn1c(=O)c2c(nc(CN3CCN(C(=O)c4ccco4)CC3)n2Cc2ccc(F)cc2)n(C)c1=O	-2	-7	7	7	4	2	-6	-7
40	10	3	CC(C)c1ccc(N(C(=O)c2ccco2)C(C(=O)NC2CCCC2)c2ccncc2)cc1 (configuration not stated)	-2	-1	-8	7	-4	-3	1	2

Reprinted at random: two compounds from above.
#	ARFGAP1 inhibitor	PLCg1 inh	structure	SIAE primary	ADAM17 inh	TDP2 absorb	ASAP1 inh	Tn6 DDE FP	DDE Tn7 FP inh	PLC-beta3 inh	ADAM10 inh
25	-3	-1	CS(=O)(=O)N1CCN(C(=O)c2cc(-c3ccncc3)nc3ccc(Cl)cc23)CC1	-9	-3	0	1	6	9	-1	1
32	11	2	COc1ccccc1NS(=O)(=O)c1cc(C(=O)N2CCN(C(=O)c3ccco3)CC2)ccc1F	1	-2	-1	10	7	2	-8	-7

Next section:
#	ARFGAP1 inhibitor	PLCg1 inh	structure	SIAE primary	ADAM17 inh	TDP2 absorb	ASAP1 inh	Tn6 DDE FP	DDE Tn7 FP inh	PLC-beta3 inh	ADAM10 inh
41	8	4	CCC(=O)Nc1sc(C(=O)N2CCCCC2)c(C)c1C#N	-2	-2	-2	-3	0	-12	2	-13
42	9	-9	COc1ccc(C#Cc2cccc(-c3nc(C(=O)N4CCN(C)CC4)cc4c3[C@H](CCO)N(S(=O)C(C)(C)C)C4)c2)cc1OC (some centres not stated)	-9	-4	4	-3	2	-2	-14	-11
43	-8	3	CN(C)/C=N/C(=S)Nc1ccc(Cl)cc1Cl	0	2	11	-4	-2	-1	2	3
44	10	-4	CCc1nccn1CCC(=O)N1CCCC(N2CCN(c3ccccc3C)CC2)C1 (configuration not stated)	4	-1	-3	8	1	-4	-3	-19
45	13	2	Cc1cccc(NC(=O)c2nc[nH]c2C(=O)N[C@@H](C)c2ccccc2)c1	-25	10.0*	-11	10	-6	-1	-32	26*
46	-4	2	O=C(c1nc2ncccn2n1)N1CCN(c2ccccc2)CC1	8	-5	10	-13	1	4	1	5
47	6	2	Cc1cccc(-c2ocnc2C(=O)Nc2ccccc2NC(=O)c2ccccn2)c1	-7	7	-13	-1	-7	-2	-1	11
48	-8	1	COCCN(C(=O)Cn1nnc2ccccc21)C(C(=O)NC1CCCCC1)c1ccc(OC)cc1OC (configuration not stated)	2	-1	5	-10	12	5	1	2
49	5	1	Cc1ccc(S(=O)(=O)NCC(=O)NCc2cc(=O)n(C)c(=O)n2C)cc1C	-3	-3	-15	2	2	-4	1	13
50	0	1	CC(/C=N\NC(=O)CN1CCN(S(=O)(=O)c2ccc(C)cc2)CC1)=C\c1ccccc1	-3	4	4	-5	6	-4	0	8

Source: PubChem BioAssay (The Scripps Research Institute Molecular Screening Center)
